DNMT1 inh – human DNMT1 methyltransferase inhibitors, primary screen, biochemical, molecular beacon, fluorescence, HinP1I cleavage, uHTS; DNA (cytosine-5)-methyltransferase 1 (Homo sapiens), P26358; actives 0.83% (n = 360,000); inhibition (reported as % activation of signal), % at 10 µM; AID 588458, 2011; in the data active means inhibition above about 50%
MLLE-PAM2 inh – inhibitors of PABP1 MLLE–PAM2 peptide binding, primary screen, biochemical, fluorescence polarization, FITC-PAM2, GST-MLLE; inhibition, % at 20 µM; actives 0.36% (n = 360,000); AID 588489, 2011; in the data active means inhibition above about 35%, passing the limit was not always enough;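 further: plate controls were DMSO wells with GST-MLLE for no effect and wells lacking GST-MLLE protein for full effect; some results filed as inactive read as strong as hits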
Target sequence (P11940 whole entry, looked up): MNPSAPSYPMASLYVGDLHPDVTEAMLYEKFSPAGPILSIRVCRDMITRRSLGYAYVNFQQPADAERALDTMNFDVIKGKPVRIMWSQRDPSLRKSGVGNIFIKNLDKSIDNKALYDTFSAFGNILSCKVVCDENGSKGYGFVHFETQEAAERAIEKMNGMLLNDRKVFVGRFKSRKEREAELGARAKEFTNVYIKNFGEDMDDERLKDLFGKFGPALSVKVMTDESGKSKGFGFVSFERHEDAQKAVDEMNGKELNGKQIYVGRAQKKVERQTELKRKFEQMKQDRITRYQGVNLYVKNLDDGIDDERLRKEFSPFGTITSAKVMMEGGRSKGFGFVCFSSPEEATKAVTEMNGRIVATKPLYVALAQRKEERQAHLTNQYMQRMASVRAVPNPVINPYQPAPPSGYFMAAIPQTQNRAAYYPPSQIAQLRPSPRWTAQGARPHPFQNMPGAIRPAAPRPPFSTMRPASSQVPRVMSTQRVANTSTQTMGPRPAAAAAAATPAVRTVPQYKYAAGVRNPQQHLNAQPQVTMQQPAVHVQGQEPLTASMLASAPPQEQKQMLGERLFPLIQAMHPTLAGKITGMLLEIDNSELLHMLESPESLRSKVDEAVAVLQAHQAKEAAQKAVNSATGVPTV
TbMetRS inhib – T. brucei MetRS inhibitors, primary screen, biochemical, luminescence | purified T. brucei MetRS, ATP depletion, Kinase-Glo luminescence | inhibition, % at 11.9 µM | AID 624268, 2012 | methionyl-tRNA synthetase (Trypanosoma brucei brucei) | actives 0.4% (n = 360,000);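 active means inhibition above a per-plate cutoff of the control wells' mean inhibition plus 3 SD, cut at about 5.5% in these data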;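 further: 0% = DMSO wells median and 100% = median of wells with control inhibitor compound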
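Dosing: 11.9 µM single point; system: parasite MetRS enzyme; technique: luminescence of leftover ATP; times: 15 min enzyme-compound preincubation, 2 h reaction, 10 min detection, 25 °C; replicates: each compound tested once; read-out basis: percent inhibition relative to median high and low control wells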
STEP inh – STEP phosphatase inhibitors, primary screen, biochemical, fluorescence intensity, uHTS. actives 0.25% (n = 360,000). inhibition, % at 20 µM. recombinant STEP, OMFP fluorogenic substrate;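 active means inhibition at 20 µM, scaled per plate between control wells, above about 37%, limit read from the data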;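 further: 0% = DMSO with enzyme and substrate and 100% = substrate only without enzyme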
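Test system: STEP tyrosine phosphatase / Reagent: OMFP at 25 µM / Doses: 20 µM, 1% DMSO / Read-out: percent inhibition scaled to no-enzyme and uninhibited-enzyme controls, plate-pattern corrected / Detection: FITC-channel fluorescence of OMFP product / Medium: Bis-Tris buffer pH 6.0, 2.5 mM DTT, 0.005% Tween 20 / Schedule: 20 min at room temperature, dark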
Rpn11 block – Rpn11 (PSMD14) deubiquitinase inhibitors, primary screen, biochemical, fluorescence polarization, uHTS; 26S proteasome non-ATPase regulatory subunit 14 (Homo sapiens), O00487; human 26S proteasome, Ub4-pepOG fluorescence polarization; 20S core pre-blocked with epoxomicin; calls only at 20 µM; actives 0.59% (n = 360,000); AID 588493, 2011;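 active means inhibition at 20 µM, scaled to each plate's controls, above about 33%, limit read from the data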
NadD inh – inhibitors of S. aureus NadD, primary screen, biochemical, colorimetric, uHTS; actives 0.78% (n = 360,000); purified NadD enzyme, colorimetric absorbance read-out; Nicotinate-nucleotide adenylyltransferase NadD (Staphylococcus aureus N315); inhibition, % at 20 µM; in the data active means inhibition above about 26%; further: some compounds past the cut are filed as inactive
LMPTP block – LMPTP phosphatase inhibitors, primary screen, biochemical, fluorescence intensity, uHTS | inhibition, % at 20 µM | recombinant LMPTP-A, OMFP fluorogenic substrate | actives 0.22% (n = 360,000);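 active means compounds that cut the enzyme signal by at least half of the control window in the single-dose screen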;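 further: plate controls were DMSO wells with enzyme plus substrate for no effect and substrate without enzyme for full effect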
Target sequence (P24666 whole entry, looked up): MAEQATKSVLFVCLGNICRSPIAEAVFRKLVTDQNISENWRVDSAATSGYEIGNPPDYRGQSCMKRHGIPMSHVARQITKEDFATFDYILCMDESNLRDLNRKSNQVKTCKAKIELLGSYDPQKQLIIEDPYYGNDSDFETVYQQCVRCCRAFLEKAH
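Test system: LMPTP-A phosphatase enzyme. Amount: LMPTP-A at 0.625 nM final in the reaction. Reagent: OMFP substrate, 400 µM final. Times: 50 min at room temperature. Signal: endpoint fluorescence intensity from OMFP dephosphorylation. Read-out basis: % inhibition. Benchmarks: no-enzyme and uninhibited controls.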
SUMO1 PPI mod – modulators of SUMO1 protein-protein interactions, primary screen, biochemical, uHTS. actives 0.33% (n = 360,000). Small ubiquitin-related modifier 1 (Homo sapiens), P63165. inhibition, % at 20 µM. SUMO1 binding to a labelled peptide, TR-FRET, 1 h. AID 602429, 2012; in the data active means inhibition above about 37%
Scp1 inh – Scp-1 phosphatase inhibitors, primary screen, biochemical, colorimetric, uHTS | Recombinant Scp1, phosphopeptide, malachite green phosphate absorbance | inhibition, % at 20 µM | actives 0.88% (n = 340,000);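 active means inhibition above about 50% at 20 µM, limit read from the data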;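 further: plate controls were DMSO wells with enzyme for no effect and wells lacking enzyme for full effect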
Target sequence (Q9GZU7 76-261 limits assumed): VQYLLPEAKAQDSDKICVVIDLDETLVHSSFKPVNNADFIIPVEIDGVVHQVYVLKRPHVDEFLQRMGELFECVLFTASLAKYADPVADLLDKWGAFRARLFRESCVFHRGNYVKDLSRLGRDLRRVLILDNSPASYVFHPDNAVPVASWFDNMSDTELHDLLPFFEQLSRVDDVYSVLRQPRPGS
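Test system: SCP-1 catalytic domain; Buffer or medium: Acidic Tris acetate buffer with magnesium and detergent; Also added: Phosphorylated 17-residue peptide substrate; Compound: single 20 µM dose, 1% DMSO; Schedule: enzyme reaction 45 min at room temperature, colour 5 min, stabilisation 30 min; Signal: Phosphate-binding colour reagent, absorbance read at 630 nm.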
CSN deneddyl inh – inhibitors of CSN-mediated cullin deneddylation, primary screen, biochemical, fluorescence polarization, uHTS | COP9 signalosome complex subunit 5 (Homo sapiens), Q92905 | Purified CSN, SCF-Nedd8-OG deneddylation | inhibition, % at 12.5 µM | actives 0.38% (n = 360,000) | AID 651999, 2013;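 active means pattern-corrected inhibition above about 35%, with an unprinted fluorescence ratio check between 0.5 and 1.5, limit read from the data, passing the limit was not always enough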;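 further: 0% = enzyme with substrate and 100% = substrate without enzyme; some results filed as inactive read as strong as hits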
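Detection – fluorescence polarization · System – HEK293T-derived human Csn5 enzyme · Controls – substrate-only high control, full reaction low control · Timing – 90 min, room temperature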
An asterisk follows results filed as active; i = inactive; nt = no result given.

DNMT1 inh	MLLE-PAM2 inh	TbMetRS inhib	STEP inh	Rpn11 block	NadD inh	LMPTP block	SUMO1 PPI mod	Scp1 inh	CSN deneddyl inh	structure
-0.7	20.8	-0.3	-2.6	i	-8.6	-1.3	1.7	-1.5	-3.3	Nc1nc2c(Cl)cc(Cl)cc2s1
3.7	-15.2	0.2	-0.6	i	1.8	-0.7	2.7	-0.8	5.8	O=C1OC(/C=C/c2ccccc2)=NC/1=C\c1cccnc1
5.0	-9.2	-0.4	4.3	i	10.1	1.6	0.4	-12.1	1.4	Cc1cccc(Sc2nc(-c3ccccc3)ccc2C#N)c1
6.7	-2.4	0.1	-1.8	i	-3.8	-1.0	-3.4	nt	4.6	CC1(Oc2ccccc2)CCN(Cc2csc3ccccc23)C1 (stereo not drawn)
3.9	5.1	-0.3	-0.7	i	-1.3	0.1	-0.9	10.3	3.4	CC1Cc2cc(S(=O)(=O)CCC(=O)NCc3ccco3)ccc2N1C(=O)C1CC1 (stereo not drawn)
20.0	-21.4	0.8	-1.6	i	31.9*	0.2	4.4	28.6	1.2	COc1cc2c(cc1NC(=O)C(C)OC(=O)c1ccc(S(=O)(=O)Nc3ccccc3Cl)cc1)oc1ccccc12 (stereo not drawn)
-34.0	-21.1	-0.1	1.2	i	22.6	4.2	6.7	1.3	17.4	C[C@]12c3[nH]c4cc(-c5ccco5)ccc4c3CCN1C(=O)[C@@H](CC(=O)NCc1cccc(C(F)(F)F)c1)C[C@@H]2C(=O)N1CCCCC1
1.9	9.8	-1.1	2.7	i	4.3	-1.7	-4.9	-3.2	1.9	Cc1nn(C)cc1C(N)=O
-0.7	-9.8	0.4	1.9	i	-8.5	0.3	-2.2	-5.9	3.9	COc1cccc(C(C(=O)NC2CCCC2)N(C(=O)c2ccco2)c2ccc(C(C)=O)cc2)c1OC (stereo not drawn)
-3.2	-21.4	-0.1	-2.9	i	0.0	0.0	-3.3	-10.7	-3.3	CC1CCc2sc(C(=O)N(C)CC(=O)Nc3ccc(N4CCOCC4)cc3)cc2C1 (stereo not drawn)
1.6	17.1	-0.6	-1.9	i	-2.0	-0.9	-1.3	3.4	2.1	Cc1ccc(NC(=O)CSCc2cc(=O)n3ccsc3n2)c(C)c1
-5.8	14.0	0.9	-3.4	i	-8.3	-1.1	7.8	1.1	4.8	Cc1cc(C)n(-c2nc3ccccc3c(=O)n2OCC(=O)OCc2ccccc2)n1
1.8	5.3	-0.6	-3.7	i	2.2	-1.4	0.5	-3.0	-5.3	C=CCN1C(=O)C(CC(=O)O)SC1=Nc1ccc(C(=O)O)cc1 (stereo not drawn)
0.6	0.5	0.6	2.7	i	-0.4	1.9	16.7	-3.8	-0.8	CSc1c(-c2ccccn2)c(N)nn1C(=O)C1CC1
-2.8	0.6	0.4	-1.3	i	9.9	1.7	4.2	-6.2	-0.1	O=C1Nc2ccccc2C(=O)N2[C@H](c3cccc(Br)c3)[C@@H]3C(=O)N(Cc4ccccc4)C(=O)[C@@H]3[C@H]12

Whole records from above. Screens in order: DNMT1 inh | MLLE-PAM2 inh | TbMetRS inhib | STEP inh | Rpn11 block | NadD inh | LMPTP block | SUMO1 PPI mod | Scp1 inh | CSN deneddyl inh
C=CCN1C(=O)C(CC(=O)O)SC1=Nc1ccc(C(=O)O)cc1 (stereo not drawn) is entered as 1.8 | 5.3 | -0.6 | -3.7 | i | 2.2 | -1.4 | 0.5 | -3.0 | -5.3
Cc1cc(C)n(-c2nc3ccccc3c(=O)n2OCC(=O)OCc2ccccc2)n1 is entered as -5.8 | 14.0 | 0.9 | -3.4 | i | -8.3 | -1.1 | 7.8 | 1.1 | 4.8
Cc1nn(C)cc1C(N)=O is entered as 1.9 | 9.8 | -1.1 | 2.7 | i | 4.3 | -1.7 | -4.9 | -3.2 | 1.9
Cc1cccc(Sc2nc(-c3ccccc3)ccc2C#N)c1 is entered as 5.0 | -9.2 | -0.4 | 4.3 | i | 10.1 | 1.6 | 0.4 | -12.1 | 1.4
O=C1Nc2ccccc2C(=O)N2[C@H](c3cccc(Br)c3)[C@@H]3C(=O)N(Cc4ccccc4)C(=O)[C@@H]3[C@H]12 is entered as -2.8 | 0.6 | 0.4 | -1.3 | i | 9.9 | 1.7 | 4.2 | -6.2 | -0.1

An excerpt from above, showing only Rpn11 block, STEP inh and TbMetRS inhib.
molecule,Rpn11 block,STEP inh,TbMetRS inhib
Cc1cc(C)n(-c2nc3ccccc3c(=O)n2OCC(=O)OCc2ccccc2)n1,i,-3.4,0.9
CC1(Oc2ccccc2)CCN(Cc2csc3ccccc23)C1 (stereo not drawn),i,-1.8,0.1

Continuation:
DNMT1 inh	MLLE-PAM2 inh	TbMetRS inhib	STEP inh	Rpn11 block	NadD inh	LMPTP block	SUMO1 PPI mod	Scp1 inh	CSN deneddyl inh	structure
32.6	-24.7	0.3	1.4	i	9.9	0.9	-4.5	-4.6	-7.9	O=C(/C=C/Nc1ccc(Cc2ccc(N/C=C/C(=O)C(F)(F)F)cc2)cc1)C(F)(F)F
-0.4	1.7	-0.3	-1.0	i	-2.0	-1.3	-0.1	3.5	-1.5	CCOC(=O)N1CCN(C(=O)CN(c2cc(C(F)(F)F)ccc2Cl)S(C)(=O)=O)CC1
6.5	13.9	-0.7	-2.8	i	-4.2	0.6	0.0	-9.5	-6.7	O=C(NCCC1=CCCCC1)C1COc2ccccc2O1 (stereo not drawn)
2.0	6.6	-0.4	1.1	i	-2.0	-1.6	-7.2	-1.2	4.5	CC1CN(C(=O)CCC(=O)NCCCN2C(C)CCCC2C)c2ccccc2O1 (stereo not drawn)
2.1	1.4	-0.4	-3.6	i	-2.3	-1.0	0.9	-8.3	-1.2	CCc1ccc(NC(=O)Nn2cnnc2)cc1
-5.2	1.8	-1.0	2.7	i	5.3	-0.2	2.4	-18.1	2.0	Cc1ccc(C)c2[nH]c(=O)c(CN(Cc3ccco3)C(=O)Nc3ccccc3)cc12
5.8	-9.7	-0.1	2.2	i	-3.8	-1.2	-0.5	nt	0.0	CC1(C(=O)NS(=O)(=O)c2ccccc2)CCN1C(=O)CC1CCCC1 (stereo not drawn)
4.1	-19.8	-0.5	4.9	i	-8.5	-2.3	0.0	-16.6	6.3	Cc1ccc(-c2nnnn2C2C/C(=N\NC(N)=S)C3OCC2O3)cc1 (stereo not drawn)
-11.0	3.2	-0.7	-1.6	i	-1.2	2.2	-21.1	-2.0	0.5	O=C(Nc1ccc(Nc2ccccc2)cc1)c1cc([N+](=O)[O-])ccc1Cl
-2.5	14.1	0.4	-0.2	i	-5.2	-0.4	2.4	-7.4	3.0	COCCn1cnc2c1c(=O)n(Cc1ccccc1C#N)c(=O)n2Cc1ccccc1
16.0	-7.8	-1.1	-4.5	i	-9.1	-0.6	1.9	-3.0	6.4	Cc1cccc(NC(=O)c2cccc(C(=O)Nc3cccc(C)n3)c2)n1
0.1	15.9	0.7	-0.9	i	5.8	0.5	2.1	-7.1	3.4	O=c1[nH]c2ccccc2c(O)c1-c1ccccc1
4.0	-0.2	-0.2	-1.3	i	-1.6	-1.8	3.0	nt	3.1	CCNC(=O)C1(C)CCN(C(=O)c2ccc(C#N)cc2)C1 (stereo not drawn)
-14.0	-1.2	2.0	2.2	i	28.9	3.3	7.4	42.4	2.0	COc1cccc(OCCOc2ccc(/C=C3\C(=N)N4N=C(S(C)(=O)=O)SC4=NC3=O)cc2OC)c1
1.4	11.0	0.2	1.6	i	0.5	0.0	-17.4	-4.2	-4.5	O=C1CCC(C(=O)N2CCCC(C(=O)c3ccc4ccccc4c3)C2)=NN1 (stereo not drawn)
23.4	13.5	-0.3	1.1	i	2.4	-1.4	8.5	0.5	17.9	COc1ccc(S(=O)(=O)/N=C2/NC(=O)/C(=C\c3ccco3)S2)cc1
-3.5	3.2	-0.3	-2.5	i	-1.5	-1.4	-2.5	-7.0	1.0	CCOC(=O)C(=O)/C(=C\N(C)C)c1onc(-c2ccccc2)c1C(=O)OC
-4.5	1.2	0.2	-1.3	i	7.3	-0.2	5.7	-14.6	4.8	O=C(O)COc1ccc(Br)cc1C(c1c(C(=O)O)[nH]c2ccccc12)c1c(C(=O)O)[nH]c2ccccc12
0.3	-8.5	-0.3	1.1	i	3.1	-0.5	-1.5	-9.9	-11.0	O=C(OCc1nnc(-c2ccccc2)o1)c1cccnc1Cl
0.7	5.0	-0.3	6.2	i	-3.6	0.7	-1.9	-7.1	-2.9	Nc1ccccc1C(=O)NCc1ccc(F)cc1
1.1	-3.7	0.6	-1.2	i	-3.8	-1.0	1.7	-4.8	0.9	CSc1nc2c(c(=O)n1C)SC(C)C2 (stereo not drawn)
1.5	4.8	0.2	1.0	i	-2.1	-1.5	-1.7	-6.8	-1.1	CC1(C)C(=O)OC(C(=O)c2ccc(Cl)cc2)C(C)(C)C1=O (stereo not drawn)
1.6	12.2	-0.1	-5.8	i	2.2	0.7	-2.6	nt	0.3	O=C(Nc1ccccc1)c1cc(C2CCCN(C(=O)c3ccc4c(c3)CCO4)C2)on1 (stereo not drawn)
-0.4	10.7	-0.2	-0.3	i	-3.0	-0.1	10.0	-4.2	-0.2	O=C(CSc1nc(=O)n(CCCN2CCOCC2)c2c1CCCC2)Nc1cccc(Cl)c1
0.6	-5.9	-0.2	-3.5	i	-9.4	1.2	1.3	0.9	-6.0	Cc1cc(C)n(-c2n[nH]c(C)c2[N+](=O)[O-])n1
-4.9	10.9	0.3	0.3	i	-3.6	-1.1	2.5	-4.8	-3.5	COc1ccccc1C(=O)NCCC(=O)Nc1nc2ccccc2[nH]1

Assay outcomes deposited in PubChem by several laboratories.
